Assay outcomes as filed in PubChem BioAssay.
HT1080 IDH1KD tx: kills HT-1080 cells with IDH1 knockdown. AID 686971. Potency, µM (series often up to 46.1 µM), for the others: top-dose activity, negative = toxicity, actives largely listed as cytotoxic. HT-1080 IDH1 knockdown viability, ATP luminescence, 48 h. actives 2% (n = 360,000);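 further: potency means the concentration at half of the fitted maximal effect; 0% = DMSO wells and -100% = cell-free medium wells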
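Cytotoxicity counter-line: IDH1KD HT-1080, 48 h, CellTiter-Glo. Curves classed by r2, magnitude and activity.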
IL1B secr inh: blocks inflammasome-driven IL-1 beta release; AID 743279; activity change, % at 57.5 µM; actives 4.7% (n = 360,000); THP-1 LPS/ATP IL-1B secretion, AlphaLISA, 16 h; hits give low values; in the data active means activity change below about -50%; inconclusive means mostly about -30% to -49%; further: on the % scale 0 is the no-effect control and ±100 the full control effect
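Secreted IL-1B measured by AlphaLISA bead assay after 16 h compound exposure of THP-1 cells; compounds (final up to 57.5 uM) added 1 h before LPS (250 ng/mL) and ATP (1.25 mM) stimulation; lower signal means less secretion.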
GLP1R cytotox: cytotoxicity counter-screen for GLP-1 receptor inverse agonists. AID 624418. Potency, µM (highest dose often 38.3 µM), for inactives: top-dose activity change, negative = inhibition, hits mostly inhibitors. HEK293 cAMP-luciferase reporter cells, luminescence, 24 h. actives 0.13% (n = 410,000);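 further: loss of luciferase light is scored as toxicity; potency means the concentration at half of the fitted maximal effect; on the % scale 0 is the no-effect control and ±100 the full control effect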
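Step one: seed cells (200 cells/uL, DMEM with 10% Nu serum, 1% pen-strep). Step two: 12-hour incubation at 37 deg C. Step three: pin 23 nL compound, incubate 24 hr. Step four: add luciferase reagent, read luminescence 12 min later.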
KB-3-1 tox: KB-3-1 parental cell cytotoxicity; KB-3-1 viability, CellTiter-Glo ATP luminescence, 72 h; AID 1347075; actives 1.4% (n = 400,000); Potency, µM (titrated, usually from 46.1 µM), inactives show at the highest dose activity change, negative = cytotoxic, actives largely listed as cytotoxic; further: potency means the concentration at half of the fitted maximal effect; on the % scale 0 is the no-effect control and ±100 the full control effect; nearly all actives have a fitted effect of over 60% in size
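72 h, 37 °C compound treatment of KB-3-1 parental cells; CellTiter-Glo added, 10 min, luminescence read. Data corrected against DMSO-only plates and normalized before curve fitting.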
SW480 rerep: inducers of DNA re-replication in SW480 colon cancer cells | SW480 DNA re-replication, Hoechst DNA content imaging, 48 h | Potency, µM (highest dose often 46.1 µM), inactives show top-dose re-replication activation, actives largely listed as activators | actives 1.8% (n = 340,000) | AID 624297; further: potency means the concentration at half of the fitted maximal effect; % of control where 0% means no effect; nearly all actives have a fitted effect of over 55% in size
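First, 250 cells per well were seeded. Next, compound or vehicle (23 nL) was pinned in, plates sat 48 hr at 37 C. Finally Hoechst was added for 40 min before fluorescence scanning.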
HT1080NT lethal: kills 2HG-producing HT-1080-NT fibrosarcoma cells. AID 686970. Potency, µM (top dose mostly 46.1 µM), for the others: top-dose activity, negative = less viability, usual class: cytotoxic. actives 1.6% (n = 360,000). HT-1080-NT fibrosarcoma viability, CellTiter-Glo ATP luminescence, 48 h;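 further: NT is the 2HG producing partner of a matched IDH1 knockdown line; potency means the concentration at half of the fitted maximal effect; 0% = DMSO-treated cells and -100% = media-only wells without cells; nearly all actives have a fitted effect of over 55% in size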
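Compounds were tested in concentration-response format on HT-1080-NT cells for 48 hours at 37 degrees C. Cell viability came from CellTiter-Glo luminescence; curves were classified by r2, response magnitude and activity.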
MCF10A rerep: inducers of DNA re-replication in MCF 10A breast cells; MCF 10A DNA re-replication, Hoechst nuclear intensity, 48 h; Potency, µM (top dose mostly 46.1 µM), inactives show at the highest dose activity, positive = re-replication, actives largely listed as activators; actives 2.9% (n = 350,000); further: potency means the concentration at half of the fitted maximal effect; % of control where 0% means no effect; nearly all actives have a fitted effect of over 50% in size
KB-V1 MDR tox: KB-V1 MDR subline cytotoxicity. KB-V1 MDR cells viability, CellTiter-Glo, 72 h. Potency, µM (doses to about 46.1 µM), inactives show at the highest dose activity change, negative = cytotoxicity, usual class: cytotoxic. actives 3.4% (n = 400,000). AID 1347076; further: potency means the concentration at half of the fitted maximal effect; on the % scale 0 is the no-effect control and ±100 the full control effect; nearly all actives have a fitted effect of over 60% in size
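Potencies derive from concentration-effect curves fitted to normalized luminescence (CellTiter-Glo) of KB-V1 cells treated for 72 h at 37 degrees C in phenol-red-free DMEM containing 10% FBS.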
DRD3 agonist: D3 dopamine receptor (human) agonism; actives 0.58% (n = 410,000); AID 652048; max activation, %; D3R DiscoveRx beta-arrestin cells, luminescence, 90 min; in the data active means max activation above about 30%; further: 0% is about no effect; mostly tested at two doses, the higher about 12 µM
Target sequence (P35462 whole entry, looked up): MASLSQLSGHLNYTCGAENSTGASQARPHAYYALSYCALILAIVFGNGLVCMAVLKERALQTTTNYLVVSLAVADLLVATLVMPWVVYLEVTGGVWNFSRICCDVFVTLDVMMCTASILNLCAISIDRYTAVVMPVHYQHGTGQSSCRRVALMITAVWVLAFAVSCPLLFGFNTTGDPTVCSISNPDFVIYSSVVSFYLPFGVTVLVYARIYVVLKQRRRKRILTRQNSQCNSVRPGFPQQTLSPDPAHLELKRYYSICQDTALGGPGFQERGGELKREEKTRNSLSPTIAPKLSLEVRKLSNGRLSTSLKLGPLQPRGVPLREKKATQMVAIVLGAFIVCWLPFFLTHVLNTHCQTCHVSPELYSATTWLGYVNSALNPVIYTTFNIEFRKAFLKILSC
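Agonist-mode cell screen: cells plated at 1500/well and incubated overnight at 37 °C, then exposed to library compounds for 90 min at 37 °C. Detection reagent was added for 30–60 min at room temperature, and luminescence was read.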
Active calls of the source: *; i = inactive; ? = inconclusive; · = not tested or not shown; & = joins results of further samples; [ ] = another dose, or the depositor's remark. Unless noted, the call rests on the fitted dose curve; in most records, active means well fitted curve in the direction sought with a large enough effect; inconclusive means small, poorly fitted or top-dose-only effect, or another doubt; inactive means no such curve, though single readings can be large; an effect the other way counts as inactive or inconclusive.

molecule,HT1080 IDH1KD tx,IL1B secr inh,GLP1R cytotox,KB-3-1 tox,SW480 rerep,HT1080NT lethal,MCF10A rerep,KB-V1 MDR tox,DRD3 agonist
CC1CCCN(C(=O)CSc2n[nH]c(-c3cccs3)n2)C1 (stereo not given),2%,19,1%,5%,?,2%,1%,11%,0
Cc1ccc(NC(=O)c2nc[nH]c2C(=O)N[C@@H](C)C(=O)OC(C)(C)C)cc1,-4%,-23,1%,?,62%,3%,?,-20%,-2
CC(C)(C)[C@H]1CCC(=O)N([C@H](CSc2ccc(Br)cc2)Cc2ccccc2)CC1,-8%,0,10%,19%&1%,-3%,-2%,1%,18%&-21%,-3
Oc1ccc(/C=N/N2CCN(C3c4ccccc4-c4ccccc43)CC2)cc1O,?,?,3%,?,-8%,-28%,29%,-2%,22
CCCN1C2=NS(=O)(=O)CCN2c2ccccc21,8%,21,-6%,5%,-1%,8%,1%,?,-3
NC(=O)N/N=C/c1ccccc1OCC(=O)NCc1ccccc1,-2%,14,25%,3%,-14%,-3%,-31%[inhibitor],-18%,3
C(=C(c1ccccc1)c1ccccc1)c1ccccn1,5%,40,-6%,5%,-16%,4%,56%,-3%,16
Cc1c(C(=O)N/N=C/c2ccccc2)[nH]c2c([N+](=O)[O-])cccc12,0.52µM*,·,?,?,?,?,4.1µM*,?,3
CCN(C(=S)NC(=O)C1CCCC1)C1CCCCC1,-6%,38,-22%,1%,2%,-10%,-5%,-14%,4
Cn1ccc2c(-c3ccc(C(F)(F)F)cc3)cc3c(c21)C1CCC3O1 (stereo not given),?,4,-8%,-7%,·,?,·,13%,6
CC(C)Oc1ccc(C(CC(=O)O)Cc2ccccc2)cc1 (stereo not given),2%,32,-2%,4%,-6%,2%,4%,?,-2
Cc1c(C(=O)N2CCN(c3ccc([N+](=O)[O-])cc3)CC2)sc2ncn(CC(=O)N3CCOCC3)c(=O)c12,-6%,?,?,-19%,3%,-18%,-18%,-6%,1
COc1cc2c(cc1OC)CN(C(=O)c1cc(=O)c3ccccc3o1)CC2,5.8µM*,-13,?,2.9µM*,13µM*,5.8µM*,10µM*,2.9µM*,6
O=C(NCCc1c[nH]c2ccccc12)/C(=C/c1cccnc1)NC(=O)c1ccco1,1%,0,4%,6%,-4%,4%,?,?,5
CCOc1ccccc1C(=O)N(Cc1ccco1)C1CCS(=O)(=O)C1 (stereo not given),9%,0,-10%,8%,-1%,11%,-1%,-8%,3
Cc1occc1C(=O)N/N=C/C=C/c1ccc(N(C)C)cc1,?,-8,295%[activator],-27%,0.012µM*,?,?,-3%,0
COc1ccc2[nH]c3c(c2c1)CCNC3C1CC=C(C)CC1 (stereo not given),?,-26,-12%,21µM*,?,?,0.58µM*,?,-6
Cc1ccc(C2CC(c3ccco3)n3ncnc3N2)cc1 (stereo not given),0%,-9,-7%,-1%,1%,8%,-3%,18%,-7
CCc1ccc(C2=CC(c3c(F)cccc3Cl)n3c(nc4ccccc43)N2)cc1 (stereo not given),·,·,113%[activator],-7%,·,·,·,-6%,1
CCOc1ccc(N(CC(=O)NCc2ccccc2Cl)S(=O)(=O)c2c(C)noc2C)cc1,3%,11,3%,-26%,-16%,-9%,10%,-32%,-6

Some of the entries above in a different format.
Below each compound – HT1080 IDH1KD tx, IL1B secr inh, GLP1R cytotox, KB-3-1 tox, SW480 rerep, HT1080NT lethal, MCF10A rerep, KB-V1 MDR tox, DRD3 agonist
CCOc1ccccc1C(=O)N(Cc1ccco1)C1CCS(=O)(=O)C1 (stereo not given)
 : 9%, 0, -10%, 8%, -1%, 11%, -1%, -8%, 3
Cc1occc1C(=O)N/N=C/C=C/c1ccc(N(C)C)cc1
 : ?, -8, 295%[activator], -27%, 0.012µM*, ?, ?, -3%, 0

Carrying on.
molecule,HT1080 IDH1KD tx,IL1B secr inh,GLP1R cytotox,KB-3-1 tox,SW480 rerep,HT1080NT lethal,MCF10A rerep,KB-V1 MDR tox,DRD3 agonist
CN(CC(=O)Nc1ccccc1Br)C(=O)c1ccccc1-c1nc2ccccc2s1,-5%,?,12%,-3%,0%,-2%,22%,-26%,-9
Cc1ccc(-n2ncc3c2CCCC3NC(=O)CCC2=NNC(=O)CC2)cc1C (stereo not given),1%,0,-17%,?,-4%,-2%,11%,1%,5
O=C(CNc1cc(S(=O)(=O)N2CCOCC2)ccc1N1CCCC1)N1CCc2ccccc21,4%,-16,-1%[0.307 µM],2%,-2%,15%,3%,-17%,-2
O=S(=O)(c1ccc(Cl)cc1)c1nc(-c2cccs2)oc1N1CCCCC1,·,·,15%,12%,·,·,·,?,-12
CN(C(=O)c1cccc(NC(=O)Cc2cccc([N+](=O)[O-])c2)c1)C1CCCC1,-12%,·,3%,0%,0%,-12%,2%,0%,-19
O=C(CCc1nnc(-c2ccc(-c3ccccc3)cc2)o1)N1CCCCC1,-10%,-1,-7%,7%,-6%,-15%,7%,-27%,32*
CN(c1ccc(F)cc1)S(=O)(=O)N1CCCC(C(=O)NCc2cccc(Br)c2)C1 (stereo not given),·,·,-11%,-12%,·,·,·,?,0
Cc1ccc(N2C(=O)c3ccccc3C2C(=O)c2cc(C)ccc2O)cc1 (stereo not given),-28%,?,4%,0%,7%,-28%,?,10%,15
Cc1ccc(C(=O)NC(=S)Nc2cccc3c(C)cc(C)nc23)cc1,-21%,12,3%,?,-1%,-20%,?,15µM*,1
Nc1ccc(S(=O)(=O)c2ccccc2)nc1,0%,-28,11%,0%,1%,-4%,0%,-11%,-4
CC(=O)c1ccc(NC(=O)C2Cc3ccccc3CN2C(=O)c2ccccc2)cc1 (stereo not given),-4%,-4,-19%,0%,-4%,-1%,23%,-6%,2
O=C(Nc1ccccn1)C1CCCN1S(=O)(=O)c1ccc(Cl)cc1 (stereo not given),0%,i,11%,-15%,?,2%,?,?,-9
c1ccc2c(c1)C(=NC1CCCCC1)NC2=NC1CCCCC1,?,?,?,0%,?,?,?,0%,-8
CCc1ccc(S(=O)(=O)c2nnn3c2nc(NC2CCCC2)c2sccc23)cc1,·,·,4%,-18%,·,·,·,1%,4
O=C(CCc1c[nH]c2ccccc12)N1CCCC1,19%,-7,-21%,7%,-6%,?,-3%,-15%,5
Cc1ccccc1/C=C1\CCCc2ccccc2C1=O,-16%,0,-1%,7%,18%,-15%,?,10%,1
Cc1ccc(-c2nc(C#N)c(NCc3cccc4c3OCO4)o2)cc1,?,28,5%,-1%,?,-10%,16µM*,-20%,11
O=C(O)c1cccc(-n2cccc2/C=C\[N+](=O)[O-])c1,0%,13,-20%,5%,-9%,-2%,-8%,6%,3
CC(C)c1ccc(NC(=O)C2CCCN(S(=O)(=O)c3ccc4[nH]c(=O)oc4c3)C2)cc1 (stereo not given),·,·,1%,-17%,·,·,·,30%,-1
CCCn1c(N)c(N(CCOC)C(=O)C(C)Oc2ccc(F)cc2)c(=O)[nH]c1=O (stereo not given),10%,1,-18%,2%,-50%,21%,0%,?,8
Cc1ccc(N2C(=O)c3cccc4c(N)ccc(c34)C2=O)c2cccnc12,0.0073µM*,150,16%,?,?,0.021µM*,?,0.58µM*,-3
COC(=O)c1ccc(CSc2nc3ccccc3c(=O)n2Cc2ccco2)o1,-11%,3,52%[activator],3%,19%,?,3%,-57%,1
CCOC(=O)c1oc2ccccc2c1CN1CCCCC1,5%,2,0%,10%,-6%,11%,-11%,0%,-4
COc1ccc(NC(=O)c2ccc3c(c2)CCN3S(=O)(=O)c2ccccc2)c(OC)c1,4%,-17,3%,-3%,1%,0%,-7%,-8%,-1
Cc1ccccc1C(=O)N1CCN(CCc2ccccn2)CC1,·,·,19%,1%,·,·,·,-5%,0
CCOc1ccccc1NC(=O)CSC1=NN2CCCC(=O)N=C2S1,-3%,35,-12%,-7%,-12%,0%,17%,-26%,1
COc1cccc(NC(=O)COC(=O)C2CCCCC2)c1,-5%,-3,7%,?,-7%,-1%,-2%,-20%,0
O=C(CCn1cncn1)N1CCCC(N2CCN(c3cccc(C(F)(F)F)c3)CC2)C1 (stereo not given),1%,7,10%,·,-1%,4%,9%,·,7
COc1ccc(C(=O)Nn2c(SCC(=O)N3CCC(C)CC3)nc3ccccc3c2=O)cc1,?,-53*,?,-27%,-2%,?,2%,5.2µM*,8
Cc1cc(C)c2c(CN3CCN(CCO)CC3)cc(=O)oc2c1,-1%,-28,-21%,2%,-9%,-4%,4%,14%,-4
CCOC(=O)CCCNC(=O)CCNC(=O)c1ccc(OCC)cc1,4%,9,-1%,0%,1%,-3%,-2%,4%,-3
CC(C)Sc1nc2ccc(Br)cc2[nH]1,-5%,17,-11%,-3%,-8%,-9%,-24%,-14%,2
COc1cc2c(cc1OC)C(C)N(C(=O)CCN1C(=O)C3C4C=CC(C4)C3C1=O)CC2 (stereo not given),-5%,-9,65%[activator],-4%,-4%,-5%,1%,-6%,4
COCCCNc1nc(SCc2ccccc2)nc2sc3c(c12)CCC3,12%,7,12%,-2%,?,-2%,-183%[0.0737 µM],-2%,1
N#Cc1ccc(OCC(=O)N2CCN(C(=O)c3ccco3)CC2)cc1,-1%,-19,2%,-4%,-4%,11%,0%,?,2
O=S(=O)(c1ccccc1)n1ccc2ccccc21,-11%,27,60%[activator],-12%,6%,-11%,?,0%,8
CCn1cc(Br)c(C(=O)Nc2cccc(Cl)c2)n1,-18%,?,4%,-5%,?,-1%,-13%,-22%,-11
CCOc1ccc(N/C=C/C(=O)c2ccccc2)c([N+](=O)[O-])c1,?,-6,-5%,16µM*,0%,?,7%,?,1
O=C(Nc1nc2ccccc2[nH]1)C12CC3CC(CC(C3)C1)C2,0%[9.24 µM],-25,6%,?,13%,-3%,?,?,-1
